# Peg3 promoter: Peg3 promoter-driven luciferase inhibitors, primary screen, cell-based, HeLa, luciferase luminescence. HeLa PEG-Prom luciferase reporter, overnight. inhibition, % at 20 µM. 360,000 tested, 1.7% active. AID 588405, 2011;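 active = inhibition of at least 50% at 20 µM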
# Shn3 inh set2: reduction of Shn3 3'UTR firefly luciferase signal, primary screen, Schnurri-3 inhibitor project, cell-based, Clone20 osteoblasts, set 2. Clone20 osteoblast Shn3 3'UTR firefly luciferase, 24 h. inhibition, % at 12.5 µM. 360,000 tested, 0.52% active. AID 588674, 2011;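 active = mean inhibition of at least 75% with every replicate also reaching 75%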;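 note: 0% = median of neutral control wells and 100% = pilot-screen positive control compound; some compounds past the cut are filed as inactive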
# hiPSC survival: enhancers of single-cell hiPSC survival, primary screen, ATPlite luminescence | AID 602274, 2012 | 100% = ROCK inhibitor wells, 0% = DMSO | 360,000 tested, 0.044% active | survival enhancement, % at 20 µM; in the data active = survival enhancement above about 18%;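 note: cells exposed to compounds for 16 hours before the ATP read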
# NR2E3 ag-1: inhibitors of NR2E3-RetCOR corepressor binding, primary screen, NR2E3 agonist project, biochemical, TR-FRET, GST-NR2E3, biotin-RetCOR. Photoreceptor-specific nuclear receptor (Homo sapiens), Q9Y5X4. 1536-well. inhibition of corepressor binding, % at 4.78 µM. 320,000 tested, 0.12% active. AID 2300, 2010;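 active = percent inhibition above the cutoff of mean plus 3 SD of all tested compounds, set per screening campaign, cut at about 20% in these data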;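 note: 0% = DMSO wells and 100% = biotin wells as full block of FRET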
# Target sequence (Q9Y5X4 whole entry, looked up): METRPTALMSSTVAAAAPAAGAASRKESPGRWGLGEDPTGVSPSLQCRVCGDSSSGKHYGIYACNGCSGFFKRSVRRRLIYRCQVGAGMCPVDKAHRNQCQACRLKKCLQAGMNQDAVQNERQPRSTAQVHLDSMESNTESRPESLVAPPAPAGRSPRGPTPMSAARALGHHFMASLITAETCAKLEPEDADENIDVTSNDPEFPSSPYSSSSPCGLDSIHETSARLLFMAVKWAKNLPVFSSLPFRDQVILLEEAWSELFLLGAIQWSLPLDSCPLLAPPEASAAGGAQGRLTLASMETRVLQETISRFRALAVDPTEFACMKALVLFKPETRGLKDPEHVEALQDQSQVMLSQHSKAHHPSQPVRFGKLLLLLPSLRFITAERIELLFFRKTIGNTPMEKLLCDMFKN
#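 System: GST-tagged NR2E3 plus biotinylated RetCOR corepressor; Buffer or medium: pH 7.5 Tris-based buffer; Probe or stimulus: RetCOR corepressor, biotinylated, 7 nM; Doses: compound at 4.8 µM, single dose; Schedule: 5 h incubation at 4 °C; Technique: time-resolved FRET; Evaluation: percent inhibition of TR-FRET ratio; Replication: one well per compound, singlicate testing.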
# NR2E3 ag-2: NR2E3 agonists in two-hybrid cells, primary screen, cell-based, luminescence, CHO-S, Gal4-NCOR/VP16-NR2E3; 360,000 tested, 0.35% active; inhibition of corepressor binding, % at 3.98 µM; Photoreceptor-specific nuclear receptor (Homo sapiens), Q9Y5X4; AID 602229, 2012; luciferase;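 active = inhibition above the mean of all tested compounds plus 3 SD, cut at about 70% in these data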;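 note: 0% = DMSO with NR2E3 transfected cells and 100% = cells lacking NR2E3 construct; higher means lower luciferase signal from less NR2E3 corepressor binding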
# EBV LMP1 NFkB: EBV LMP1-driven NF-kappaB luciferase reporter inhibitors, primary screen, cell-based, luminescence, single point; LMP1-induced NF-kappaB luciferase reporter cells; inhibition, % at 12.5 µM; 350,000 tested, 0.69% active; AID 504558, 2011; in the data active = inhibition above about 41%;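 note: 0% = neutral control wells and 100% = reference inhibitor control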
# C8 TRAIL sens: viability loss with TRAIL in NB7+C8 cells, primary screen, TRAIL sensitizer project, cell-based, ATPlite luminescence; inhibition (viability loss, TRAIL sensitization), % at 10 µM; 360,000 tested, 1% active;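 active = compounds causing at least 50% loss of cell viability in the single-dose screen, relative to plate controls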
# KKLEB cytotox: cytotoxicity in KKLEB CF airway cells, primary screen, cytotoxicity control for CF NF-kB inhibitor project, cell-based, uHTS, fluorescence assay plates; KKLEB CF airway cells viability, ATPlite luminescence, overnight; stronger effect = lower value; cells stimulated with P. aeruginosa culture filtrate; activity change (cytotoxicity), % at 5 µM; 360,000 tested, 0.36% active;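 active = corrected activity change at or below -50% at 5 µM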
# CF NFkB inh: inhibitors of PAF-induced NF-kB signaling, primary screen, cell-based, GFP fluorescence, uHTS; inhibition, % at 5 µM; 360,000 tested, 0.86% active; AID 588850, 2011; KKLEB NF-kB-GFP reporter, GFP fluorescence overnight;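 active = at least 50% inhibition at 5 µM, scaled per plate between neutral and stimulator controls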;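 note: PAF is a Pseudomonas aeruginosa culture filtrate used as stimulus; plate controls were PAF-stimulated DMSO wells for no effect and unstimulated DMSO wells for full effect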
# HIF-2a block: HIF-2a reporter inhibitors, primary screen, luminescence, 786-0 RCC cells; 360,000 tested, 0.72% active; 786-0 RCC cells HIF-2a reporter, luciferase luminescence, overnight; inhibition, % at 18.8 µM; AID 624352, 2012;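 active = inhibition of the luminescence signal of 40% or more relative to plate controls, in a single-dose primary screen at 18.75 µM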
# TRPM1 prom inh: inhibitors of MITF-dependent TRPM1 promoter reporter, primary screen, cell-based, SK-MEL-5, single point, luciferase | AID 488899, 2010 | inhibition, % at 12.5 µM | 330,000 tested, 0.83% active | SK-MEL-5 TRPM1 promoter luciferase, 24 h;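 active = mean inhibition across replicates of 60% or more, whatever share of single replicates reaches that level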; note: values of inactives mirror those of a sister screen read the other way
# An asterisk follows results filed as active; x = no result given.
SMILES,Peg3 promoter,Shn3 inh set2,hiPSC survival,NR2E3 ag-1,NR2E3 ag-2,EBV LMP1 NFkB,C8 TRAIL sens,KKLEB cytotox,CF NFkB inh,HIF-2a block,TRPM1 prom inh
CC1CC(C)CN(S(=O)(=O)c2ccc(F)c(C(=O)NC3CCCCC3C)c2)C1 (stereo not given),12,8,0.0,x,3,2,4,-4,10,15,x
CCc1nc(CN2CCCC(C(=O)c3ccc4c5c(cccc35)CC4)C2)c(C)[nH]1 (stereo not given),7,74,-2.7,-5,17,12,18,-24,10,10,5
COc1ccc(N(CC(=O)NC2CCCC2)C(=O)Cn2nnc(-c3ccc(C)cc3)n2)cc1,0,0,5.2,-3,-24,-3,-28,-9,-13,7,4
CC(=O)c1ccc(Oc2ncnc3sccc23)cc1,-173,-26,0.6,0,-53,-23,-3,-4,1,-153,-47
CCCCN1C(Nc2ccccc2)=NC[C@@H]1Cc1ccccc1,-20,13,-0.6,-1,-6,0,16,13,13,9,8
CCOc1ccccc1N(C(=O)c1snc(C(N)=O)c1N)C(C(=O)NC1CCCC1)c1ccco1 (stereo not given),36,4,-3.4,1,-8,12,-8,2,-8,10,-2
Cc1ccccc1NC(=O)c1ccc2c(c1)C(=O)N(CC(C)C)C2=O,-5,1,-0.4,0,-36,-3,-10,-28,-15,-10,4
O=C(COC(=O)C1CCC1)NCc1ccc(Cl)cc1Cl,5,9,-0.3,0,10,6,-8,10,5,8,-1
CN(C)CCN1C(=O)C(=O)/C(=C(/O)c2ccc3c(c2)OCCO3)C1c1ccccn1 (stereo not given),-45,-9,0.0,-1,-18,-7,12,3,-6,-32,0
OCCC1CN(Cc2nc(-c3ccc(F)cc3)cs2)CCN1CCc1ccccc1 (stereo not given),17,11,1.8,-1,32,17,6,6,-6,7,19
COc1ccc(-c2csc(NC(=O)c3ccccc3F)c2C(=O)O)cc1,-150,-46,-0.5,3,-90,14,15,-5,-6,-211,-40
O=C(Nc1ccc(Br)cc1)c1ccc(F)c(S(=O)(=O)NCc2cccs2)c1,17,84,-1.8,1,83*,29,35,-12,11,6,26
COC(=O)c1ccc(CNC(=O)Cn2cnnn2)cc1,7,-3,0.4,x,-39,2,9,-5,11,0,-10
Cc1ccnc(SCc2ccc([N+](=O)[O-])cc2)n1,-36,3,-0.2,2,-52,-11,1,-11,5,-53,-21
CN1C(=O)Cc2cc(S(=O)(=O)N3CCN(c4ccc(Cl)cc4)CC3)ccc21,2,-5,-0.4,3,5,6,-22,10,18,-5,-1
Cc1ccc(C)c(OCC(=O)NNC(=O)C2CC2)c1,-19,2,0.3,1,-17,4,-12,11,11,3,7
Cc1ccc(/C=c2\sc3nc(-c4ccco4)nn3c2=O)o1,10,1,-0.8,1,-12,-5,6,3,-4,18,1
O=c1c2ccccc2sn1-c1cc(S(=O)(=O)N2CCOCC2)ccc1N1CCOCC1,29,-15,-0.6,4,-19,-3,20,-4,7,6,-4
C/C(=N\NC(=O)c1ccoc1C)c1ccc(Br)s1,-97,-14,0.9,-2,-68,-3,13,0,-7,-123,-38
CN(C)C(CNC(=O)C1CCCN(C(=O)c2ccc(Cl)cc2)C1)c1ccco1 (stereo not given),9,-1,-1.2,0,5,4,6,9,-12,9,8
NC(=O)C1CCN(Cc2cccc(OCc3ccccc3)c2)CC1,-6,1,-0.4,6,0,0,16,0,-21,9,6
N#Cc1ccc(CSCC(=O)O)cc1,0,-1,0.8,1,-14,-8,0,-9,4,13,-4
CCOC(=O)CC1C(=O)NCCN1C1CCCC1 (stereo not given),1,-1,-0.4,-1,-37,-1,9,-6,-2,19,-9
CN(Cc1ccc(F)cc1)C(=O)c1cccc(S(=O)(=O)N2CCN(Cc3ccccc3)CC2)c1,28,-31,-0.4,-1,43,-23,3,-14,4,18,1
OCC[C@H]1C[C@@H](O)[C@H](O)[C@@]2(CCc3ccccc3CO2)O1,1,12,2.5,5,19,-3,7,9,2,10,-4
# (more compounds)
SMILES,Peg3 promoter,Shn3 inh set2,hiPSC survival,NR2E3 ag-1,NR2E3 ag-2,EBV LMP1 NFkB,C8 TRAIL sens,KKLEB cytotox,CF NFkB inh,HIF-2a block,TRPM1 prom inh
CC(c1ccccc1)N1CC(C(=O)NC2CCCC2)CC1=O (stereo not given),13,0,0.4,-1,-13,2,6,5,-13,5,0
COc1cc2nc(SCC(N)=O)n(CCC3=CCCCC3)c(=O)c2cc1OC,9,9,-1.9,2,-16,19,18,-4,-13,-6,-16
COc1ccc(-c2oc3cc(OC(C)=O)cc(OC(C)=O)c3c(=O)c2OC)cc1,-15,-14,-3.7,x,-40,-28,9,-12,6,-24,-11
CC(C)c1ccc(OCC(=O)NN2C(=O)c3ccccc3C2=O)c(Br)c1,4,-5,-0.6,2,-36,6,-4,0,-9,1,13
O=C(COc1cc2oc(=O)c3c(c2cc1Cl)CCC3)NCc1ccccn1,-8,-17,0.2,4,5,-6,-13,-4,-10,-4,-5
CC(C)N1C(=O)NC2NC(=O)N(C(C)C)C21 (stereo not given),-5,3,0.5,x,9,x,-16,-7,6,-3,x
O=C(CCNC(=O)c1ccc(Cl)cc1)Nc1ccncc1,-30,9,-0.5,2,-5,-1,3,-1,-1,-10,7
Cc1cc(C(C)(C)C)oc1C(=O)Nc1ccc(CC(=O)O)cc1,20,7,-2.0,-4,-5,5,-6,-2,-1,28,9
CCOC(=O)C1=C(c2ccccc2)NC(=O)NC1c1ccc(OC)c(OC)c1 (stereo not given),20,3,4.1,-3,5,-1,0,5,6,21,4
CSCCC(NS(=O)(=O)/C=C/c1ccccc1)C(=O)NCCc1ccc(S(N)(=O)=O)cc1 (stereo not given),-3,-2,-0.5,1,5,0,-10,-7,2,17,8
C=CCSc1nccc(=O)[nH]1,-6,-2,-0.8,-1,4,3,-11,2,0,13,-2
Cc1ccc(NC(=O)CSCC(=O)NCc2ccco2)cc1,0,3,0.6,-7,-9,1,-8,-3,19,12,9
CC1(C(=O)NS(=O)(=O)c2cccc(Cl)c2)CCN1C(=O)Cc1ccc(Cl)cc1Cl (stereo not given),-9,1,1.3,x,-6,x,-1,-9,16,14,x
CCC1(C)Cc2c(sc3nc(SC)n(Cc4ccccc4)c(=O)c23)CO1 (stereo not given),-176,-27,-2.9,0,-28,-42,6,-6,13,-92,-52
Cc1ccc(-c2nnc3sc(-c4ccncc4)nn23)cc1,-4,-13,-0.2,3,-10,10,-1,-10,-48,-39,-24
O=C1CC(CSc2ccc(Cl)cc2)=NN1,-1,-1,0.6,3,-23,14,-1,13,-10,6,-2
COc1cccc(/C=N/NC(=O)CO/N=C(\C)c2cccs2)c1OC,-74,10,2.9,-3,6,-1,-15,2,0,0,-2
O=C(Nc1ncc(Cc2cccc(C(F)(F)F)c2)s1)c1ccc(-c2cccc([N+](=O)[O-])c2)o1,-7,16,2.0,-3,-22,21,30,-3,-16,6,1
CCCCOc1ccc(CN2CCSCC2)cc1,-33,-5,-0.3,x,-3,-3,11,5,-11,-43,-47
Cc1nn(C)c(C)c1NS(=O)(=O)c1ccc(N2CCCC2=O)cc1,27,27,-1.0,0,9,10,-4,-6,-5,5,21
O=C(CC(c1ccco1)C1CCCCC1=O)c1ccco1 (stereo not given),5,-15,-0.5,2,-18,4,-4,-14,-10,1,-4
COc1ccc(N(CC(=O)NCCSCc2c(F)cccc2Cl)S(C)(=O)=O)cc1OC,11,0,-1.4,0,-12,4,-14,-2,0,13,6
Cc1csc(NC(=O)[C@@H]2CCCN2C(=O)c2cccs2)n1,15,7,0.6,1,-30,-7,0,9,-11,16,4
CCN(CC)c1ncnc2c1ncn2[C@H]1CN(Cc2ccccc2)C[C@@H](COC(C)=O)O1,7,13,2.8,x,-26,x,6,-5,-16,14,x
CCCC(=O)N1CCC1(C)C(=O)Nc1ccc(-n2cncn2)cc1 (stereo not given),6,-7,0.7,x,1,x,-4,-5,-4,7,x

# Filtered by structure: those above with a furan ring, fused or not (eight)
SMILES,Peg3 promoter,Shn3 inh set2,hiPSC survival,NR2E3 ag-1,NR2E3 ag-2,EBV LMP1 NFkB,C8 TRAIL sens,KKLEB cytotox,CF NFkB inh,HIF-2a block,TRPM1 prom inh
CCOc1ccccc1N(C(=O)c1snc(C(N)=O)c1N)C(C(=O)NC1CCCC1)c1ccco1 (stereo not given),36,4,-3.4,1,-8,12,-8,2,-8,10,-2
Cc1ccc(/C=c2\sc3nc(-c4ccco4)nn3c2=O)o1,10,1,-0.8,1,-12,-5,6,3,-4,18,1
C/C(=N\NC(=O)c1ccoc1C)c1ccc(Br)s1,-97,-14,0.9,-2,-68,-3,13,0,-7,-123,-38
CN(C)C(CNC(=O)C1CCCN(C(=O)c2ccc(Cl)cc2)C1)c1ccco1 (stereo not given),9,-1,-1.2,0,5,4,6,9,-12,9,8
Cc1cc(C(C)(C)C)oc1C(=O)Nc1ccc(CC(=O)O)cc1,20,7,-2.0,-4,-5,5,-6,-2,-1,28,9
Cc1ccc(NC(=O)CSCC(=O)NCc2ccco2)cc1,0,3,0.6,-7,-9,1,-8,-3,19,12,9
O=C(Nc1ncc(Cc2cccc(C(F)(F)F)c2)s1)c1ccc(-c2cccc([N+](=O)[O-])c2)o1,-7,16,2.0,-3,-22,21,30,-3,-16,6,1
O=C(CC(c1ccco1)C1CCCCC1=O)c1ccco1 (stereo not given),5,-15,-0.5,2,-18,4,-4,-14,-10,1,-4

# Single values from the list:
# Under NR2E3 ag-1, Cc1csc(NC(=O)[C@@H]2CCCN2C(=O)c2cccs2)n1 has 1
# Under NR2E3 ag-2, O=C(CCNC(=O)c1ccc(Cl)cc1)Nc1ccncc1 has -5

# High-throughput results deposited in PubChem BioAssay by several laboratories.

# These rows are one share of the data (hit frequency here may not be typical).
